CF NFkB block = cystic fibrosis NF-kB activation inhibition | KKLEB NF-kB-GFP reporter, PAF-induced, GFP fluorescence overnight | inhibition, % at 5 µM | 0.86% of 360,000 active | AID 588850;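 active means at least 50% inhibition at 5 µM, scaled per plate between neutral and stimulator controls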;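 further: PAF is a Pseudomonas aeruginosa culture filtrate used as stimulus; plate controls were PAF-stimulated DMSO wells for no effect and unstimulated DMSO wells for full effect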
KKLEB tox = reduces viability of KKLEB cystic fibrosis airway cells | activity change (cytotoxicity), % at 5 µM | 0.36% of 360,000 active | KKLEB CF airway cells viability, ATPlite luminescence, overnight; hits give low values; cells stimulated with P. aeruginosa culture filtrate;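 active means corrected activity change at or below -50% at 5 µM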
aDG glyco up = alpha-DG glycosylation activation | Pro5-aDG cells, alpha-DG glycosylation AlphaScreen (IIH6); 0% Pro5, 100% B10-LARGE cell signal | activation, % at 10 µM | 0.22% of 360,000 active;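 active means activation of at least 8% versus controls, or a plate z-score of at least 8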;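 further: Pro5 are CHO cells carrying HIG-tagged alpha-DG that lacks glycosylation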
NR2E3 ag-1 = agonists of human NR2E3 nuclear receptor; Q9Y5X4; inhibition of corepressor binding, % at 3.98 µM; CHO-S Gal4-NCOR/VP16-NR2E3 two-hybrid, luciferase; 0.35% of 360,000 active; AID 602229;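 active means inhibition above the mean of all tested compounds plus 3 SD, cut at about 70% in these data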;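 further: 0% = DMSO with NR2E3 transfected cells and 100% = cells lacking NR2E3 construct; higher means lower luciferase signal from less NR2E3 corepressor binding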
Target sequence (Q9Y5X4 whole entry, looked up, the tested form may be a part): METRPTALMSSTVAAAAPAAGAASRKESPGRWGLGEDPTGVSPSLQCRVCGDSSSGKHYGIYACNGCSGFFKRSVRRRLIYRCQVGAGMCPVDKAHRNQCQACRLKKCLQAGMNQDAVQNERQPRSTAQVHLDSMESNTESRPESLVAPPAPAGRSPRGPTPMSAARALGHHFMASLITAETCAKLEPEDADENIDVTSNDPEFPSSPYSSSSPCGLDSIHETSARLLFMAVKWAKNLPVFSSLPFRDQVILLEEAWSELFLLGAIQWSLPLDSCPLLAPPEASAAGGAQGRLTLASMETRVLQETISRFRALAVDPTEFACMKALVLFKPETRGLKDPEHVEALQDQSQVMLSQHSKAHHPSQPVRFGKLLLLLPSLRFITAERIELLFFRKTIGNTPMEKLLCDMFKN
Shn3 3UTR inh = inhibitors of Schnurri-3 3'UTR reporter in osteoblasts. Clone20 osteoblast Shn3 3'UTR firefly luciferase, 24 h. inhibition, % at 12.5 µM. 0.52% of 360,000 active;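 active means mean inhibition of at least 75% with every replicate also reaching 75%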;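 further: 0% = median of neutral control wells and 100% = pilot-screen positive control compound; some compounds past the cut are filed as inactive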
Peg3 prom inh = Peg3 promoter activity inhibition. 1.7% of 360,000 active. AID 588405. HeLa PEG-Prom luciferase reporter, luminescence, overnight. inhibition, % at 20 µM;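 active means inhibition of at least 50% at 20 µM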
hiPSC survival = increases survival of single human iPS cells. hiPSC single-cell survival, ATPlite luminescence; 100% = ROCK inhibitor wells, 0% = DMSO. survival enhancement, % at 20 µM. 0.044% of 360,000 active; in the data active means survival enhancement above about 18%;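 further: cells exposed to compounds for 16 hours before the ATP read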
TWEAK-Fn14 inh = blocks TWEAK-Fn14 interaction in a reporter cell assay; TWEAK-stimulated Fn14 reporter cells, luciferase luminescence, 8 h; inhibition, % at 10 µM; 2% of 360,000 active; AID 1159606; in the data active means inhibition above about 50%
NR2E3 ag-2 = agonists of human nuclear receptor NR2E3; GST-NR2E3/biotin-RetCOR TR-FRET, 1536-well; 0.12% of 320,000 active; inhibition of corepressor binding, % at 4.78 µM; Q9Y5X4; AID 2300;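 active means percent inhibition above the cutoff of mean plus 3 SD of all tested compounds, set per screening campaign, cut at about 20% in these data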;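 further: 0% = DMSO wells and 100% = biotin wells as full block of FRET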
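System: GST-NR2E3 and biotin-RetCOR proteins; probe or stimulus: 7 nM biotin-RetCOR; doses: compound at 4.8 µM, single dose; schedule: Compound–protein incubation for 5 h at 4 °C; detection: time-resolved FRET; read-out: percent inhibition; controls: biotin wells as high control, 0.6% DMSO wells as low control; format: 1536-well plates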
HIF-2a block = blocks HIF-2a reporter activity. inhibition, % at 18.8 µM. 786-0 RCC cells HIF-2a reporter, luciferase luminescence, overnight. AID 624352. 0.72% of 360,000 active;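 active means inhibition of the luminescence signal of 40% or more relative to plate controls, in a single-dose primary screen at 18.75 µM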
MITF TRPM1 inh = reduces MITF-dependent TRPM1 promoter luciferase signal | AID 488899 | SK-MEL-5 TRPM1 promoter luciferase, 24 h | 0.83% of 330,000 active | inhibition, % at 12.5 µM;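 active means mean inhibition across replicates of 60% or more, whatever share of single replicates reaches that level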; further: values of inactives mirror those of a sister screen read the other way
* marks the source's active call; other numbers are inactive results; · = no result given. The order is random; any-hit rate near 4.4%.

Each structure is followed by: Shn3 3UTR inh, MITF TRPM1 inh, KKLEB tox, CF NFkB block, NR2E3 ag-1, HIF-2a block, TWEAK-Fn14 inh, hiPSC survival, NR2E3 ag-2, aDG glyco up, Peg3 prom inh
1: CN1CCc2nc(SCc3ccc(C(C)(C)C)cc3)c(C#N)cc2C1
  5.6, 0.3, 4.3, 3.7, -6.3, 24.1, 30.5, 0.5, 2.5, -0.1, 13.6
2: Cc1ccc(C(C)(C)C)cc1S(=O)(=O)Nc1nc2ccccc2nc1Cl
  10.3, 13.4, 13.7, 45.6, 9.9, 15.0, 9.5, -0.7, 15.3, 0.0, 48.4
3: COc1ccc(N2CCN(Cc3cc(=O)oc4cc(C)c(Cl)cc34)CC2)cc1
  5.2, -13.8, -2.9, 4.1, -17.6, 8.6, -3.1, 2.1, -2.6, 0.0, 6.2
4: COc1ccc(OC)c(N(CC(=O)Nc2ccccc2F)S(=O)(=O)c2ccccc2)c1
  -0.1, 23.1, 4.2, 2.6, -3.6, 12.8, 3.1, -0.3, 0.8, 0.1, 17.3
5: Cc1ccccc1C(=O)NC(=S)NCCN1CCOCC1
  -3.6, -9.1, 11.1, -8.9, -30.0, 11.5, 6.7, 1.1, 2.1, -0.1, 1.4
6: COc1ccc(OC)c(C2N(c3cc(C)on3)C(=O)C3CCCN32)c1 (centres undefined)
  -9.4, 9.3, 4.1, -6.8, -1.2, 5.9, 12.7, -1.9, 0.0, -0.2, -4.4
7: C[C@@H]1CN([C@@H](C)CO)C(=O)c2cc(Br)cnc2O[C@@H]1CN(C)C(=O)Nc1ccc(F)cc1
  6.3, ·, -9.4, 10.6, -12.0, -9.2, 0.1, 5.9, ·, 0.0, -2.4
8: Cc1ccc(C)c(NC(=O)c2ccc3ccccc3n2)c1
  -37.4, -23.1, -15.6, -6.9, -188.1, -249.1, 36.1, -1.1, 0.2, -0.2, -154.0
9: COc1ccc(/C=C(\NC(=O)c2cccs2)C(=O)NCc2ccco2)cc1OC
  -3.7, ·, 12.1, -20.1, -10.0, 19.1, 5.1, -0.6, -3.0, -0.1, -10.3
10: COc1ccccc1/C=N/NC(=O)c1ccc(CN2C(=O)c3cccc4cccc2c34)cc1
  -0.5, 13.1, 4.1, -5.8, 5.6, 5.7, -3.8, -0.7, 3.1, 0.1, 16.4
11: Cc1cc(Cl)ccc1OCC(=O)NNC(=O)CCOc1ccccc1
  5.4, 7.1, -14.3, 25.0, -12.2, -3.9, -1.1, 0.7, 4.2, 0.3, 7.0
12: CCCS(=O)(=O)c1nc(S(=O)(=O)c2ccc(C)cc2)c(N2CCN(C)CC2)s1
  -29.8, 13.6, -10.5, -3.5, 9.8, 7.8, 30.1, -0.2, -0.1, 0.4, 11.6
13: N#C/C(=C(/O)CSc1ncn[nH]1)c1nc2ccccc2[nH]1
  -3.1, -5.0, -1.3, -20.7, 6.2, 1.1, 3.0, 0.2, 1.7, -0.1, 2.0
14: C=CCNC(=O)c1ccc(-c2nc(-c3ccc(Cl)cc3Cl)cs2)cc1
  12.1, -20.9, -16.7, 1.6, -75.3, 20.6, 6.0, -1.0, 2.1, 1.3, -64.9
15: NS(=O)(=O)c1ccc(CCNCc2ccccc2OCc2ccc(Cl)cc2)cc1
  60.8, 2.6, -0.4, 14.3, -4.7, -2.1, 2.8, -0.4, 1.3, 1.0, 86.8*
16: CC1CCC(NC(=O)c2ccc(NS(=O)(=O)c3ccc4[nH]c(=O)[nH]c4c3)cc2)CC1 (centres undefined)
  -23.3, -94.4, 12.5, -5.8, -42.0, -132.9, -32.5, 0.2, -2.9, -0.1, -150.8
17: COc1ccccc1C(=O)NC(CCSC)C(=O)NCC(c1ccco1)N(C)C (centres undefined)
  -0.6, -0.9, -9.3, 0.6, -4.3, 6.2, -12.9, 2.6, 2.2, 0.3, 0.6
18: CCN(C(=N)N=C(N)N)c1ccccc1
  -5.4, -7.0, -1.0, 8.3, -3.8, 4.9, 27.5, -0.2, -0.7, -0.2, -1.8
19: CCOc1cccc(-c2c(C(=O)N/N=C/c3ccncc3)nnn2-c2nonc2N)c1
  10.7, -3.8, 6.9, -1.1, -4.3, 18.9, 13.9, 0.9, 2.3, -0.7, 8.7
20: CCn1c2ccccc2c2nnc(SCC(=O)NCCOC)nc21
  5.4, 0.8, 1.8, 8.2, 0.0, 16.3, -7.8, 0.9, -0.9, -0.2, 3.3
21: O=S(=O)(Nc1ccccn1)c1cccc(S(=O)(=O)c2ccc(Cl)cc2)c1
  23.5, 1.2, 15.4, 1.8, 6.7, 1.0, 8.2, -0.2, 5.3, -0.1, 13.3
22: CCN(CC)S(=O)(=O)c1ccc(Oc2cccc(C(C)=O)c2)nc1
  11.2, 12.1, -1.8, -10.2, -22.4, 9.7, 4.5, -0.8, 2.0, -0.2, 4.6
23: CC(=O)Oc1cccc(N2C(=O)C3C4C=CC(C4=C(C)C)C3C2=O)c1 (centres undefined)
  -1.6, 2.8, 4.5, -9.8, -19.6, 6.2, 8.5, -0.9, 5.0, 0.0, -15.2
24: CCN1CCN(c2nc3ccccc3nc2C(C#N)S(=O)(=O)c2ccc(C)cc2)CC1 (centres undefined)
  -8.4, 13.0, 4.4, -12.2, -1.3, 1.9, -3.4, 3.6, -2.3, 0.1, 5.3
25: O=C(CSc1nc2ccccc2[nH]1)NC1CCCC1
  -36.4, 9.5, -3.2, -11.8, -27.9, -39.7, -4.1, 0.4, 1.6, -0.1, -11.9
26: C=CCC[C@@H](Cc1ccc(F)cc1)C(=O)OC[C@@H](Cc1c[nH]c2ccccc12)NC(=O)[C@@H](CC=C)CC(=O)NCCO
  36.4, 7.1, -1.8, 8.4, -25.4, -12.5, 29.4, 1.9, ·, -0.2, 18.8
27: CCC(=O)N(CCc1ccccc1)Cc1cc2cc(OC)ccc2[nH]c1=O
  14.1, -0.2, -0.2, -13.1, -10.4, 15.3, 5.9, 0.4, 2.4, -0.1, 14.1
28: CCn1c(=O)cc(OCC(=O)Nc2ccc(C)cn2)c2ccccc21
  12.9, 9.2, -3.1, 8.2, 5.2, -29.5, 47.0, -1.3, -4.0, -0.5, 36.0
29: Cc1ccc2nc(-c3ccc(SCC(=O)N4CCc5ccccc54)nc3)[nH]c2c1
  -86.0, -58.8, -26.8, 4.3, -179.2, -222.8, 53.0*, -1.0, -0.6, 0.1, -280.1
30: S=C(NCc1ccccc1)N1CCn2cccc2C1c1ccncc1 (centres undefined)
  14.0, 35.4, -7.1, -2.4, -32.0, 13.4, 29.2, -0.4, 7.1, 0.0, 29.7
31: COc1ccc(SCc2noc(C(=O)NC(C)C)c2C(=O)O)cc1
  3.7, -5.4, -20.5, -9.8, -2.6, 8.8, -0.1, -0.1, -3.0, 0.2, 1.2
32: Cc1ccc(C)c(NC(=O)CSc2cccc3cccnc23)c1
  2.2, 9.3, -0.6, -10.4, 8.4, 14.7, -7.2, -0.4, 2.0, -0.1, 22.5
33: CC(=O)Oc1ccc(C(C)=O)c2c1OCCO2
  7.3, -0.3, 5.4, 1.0, -17.1, 6.2, -1.5, 0.1, 4.1, -0.2, 2.9
34: CSc1nc2sccc2c(=O)[nH]1
  -10.4, 11.7, -4.4, -16.0, -11.1, -3.4, -12.2, 1.1, 1.6, -0.3, 6.7
35: COc1cc(NC(=O)COC(=O)CCc2cc(OC)c(OC)c(OC)c2)cc(OC)c1
  -10.6, 11.5, -1.1, 13.8, 8.8, 9.5, 5.0, -0.5, -0.8, -0.1, 6.6
36: COc1ccc(NC(=O)CC23CC4CC(CC(C4)C2)C3)cn1
  7.9, 5.6, -3.2, 1.2, -38.5, 6.1, 41.4, 1.3, 0.0, -0.1, 1.4
37: CCOc1cc2[nH]c(=O)n(Cc3ccc(C(=O)NCCOC)cc3)c(=O)c2cc1OCC
  14.0, -1.6, -28.3, 5.4, 12.4, 12.0, -32.3, -0.6, 0.7, -0.2, 8.3
38: COC(=O)c1cc(C(=O)NCCCN2CCOCC2)cc([N+](=O)[O-])c1
  -4.8, -1.4, -42.3, -10.7, 3.7, 6.7, 2.3, 7.2, 0.5, 0.1, 3.0
39: Cc1cc(C)n2nc(SCC(=O)Nc3ccc(S(=O)(=O)N(C)C)cc3)nc2n1
  13.2, 0.3, -18.9, 9.4, -1.4, -0.1, 2.6, -0.4, 4.7, -0.2, 10.3
40: CCO[C@H]1OC(C(=O)N2CCN(Cc3ccc4c(c3)OCO4)CC2)=C[C@@H](C2CCCCC2)[C@@H]1CCCO
  24.7, 1.5, 7.0, 14.3, -5.2, 11.7, 0.0, 3.9, 3.2, 0.8, 11.6
41: O=C1N[C@@H](Cc2cn(S(=O)(=O)c3ccc([N+](=O)[O-])cc3)c3ccccc23)C(=O)N[C@H]1Cc1ccccc1
  13.5, 22.4, -12.9, 14.1, 4.5, 21.1, 30.7, -0.4, 4.8, 0.1, -1.2
42: COc1cc(OC)cc(-c2nc(-c3cc4cc(C)ccc4nc3OC)no2)c1
  7.0, 4.0, -0.8, 1.3, -17.0, 1.9, -0.1, 3.8, ·, 0.2, 12.4
43: Cc1cc(C)c2c(N=NN(C)C)[nH]nc2n1
  -2.4, -4.9, 5.4, 6.6, -14.0, -4.0, -18.9, -0.1, -2.5, -0.1, 4.4
44: O=C(CN1C(=O)COc2ccccc21)N1CCOCC1
  -12.3, 2.4, 2.6, 9.6, -43.6, 7.9, -1.2, 0.4, 4.1, 0.1, -4.7
45: Cc1ccc(C2CC2C(=O)NNC(=S)Nc2cccc(Cl)c2)cc1 (centres undefined)
  -6.3, -4.0, 3.4, -2.5, -28.1, 13.4, 13.8, 1.5, -0.7, -0.2, 25.4
46: Cc1cc(C)n(CC(C)NCc2cn[nH]c2-c2cccc3ccccc23)n1 (centres undefined)
  13.7, ·, 12.9, -4.0, -11.1, 14.0, 14.5, 2.2, 1.2, 0.0, 1.3
47: O=C(C1CCCN(S(=O)(=O)c2cccc3cccnc23)C1)N1CCc2ccccc21 (centres undefined)
  12.8, 20.1, 5.2, 24.0, -19.3, 11.4, 7.7, -3.7, 4.9, 0.3, 26.6
48: Cc1ccc2c(n1)sc1c(N)ncnc12
  8.8, -10.0, 5.0, 7.1, -10.3, -22.4, 14.8, 1.0, -0.6, -0.5, -10.8
49: COc1ccccc1N1CCN(C(=O)c2ccccc2SCC(=O)NCc2ccco2)CC1
  1.4, 5.3, 13.1, -1.7, -21.6, 5.2, 12.0, -0.3, ·, -0.1, -5.3
50: Cc1ccc(NC(=O)CSc2nnc(CN3CCOCC3)n2-c2ccccc2)cc1
  1.2, -8.7, 5.5, -5.4, -3.1, 20.5, 6.3, -1.4, -2.0, 0.0, 4.3
51: CCc1ccc(OCC(=O)NC(C)C)cc1
  4.2, -25.9, -3.7, -0.4, -16.3, -15.5, -14.1, -0.3, 3.1, 0.1, -2.2
52: O=C(OCN1C(=O)C(=O)c2ccccc21)c1ccc(Cl)cc1
  7.5, 18.1, 4.9, -13.2, -14.0, 18.9, 8.6, -0.6, 3.8, 0.0, 1.6
